TAG inh = inhibitors of triacylglycerol accumulation, primary screen, cell-based, uHTS, fluorescence, H9c2; inhibition, % at 12.5 µM; 230,000 tested, 0.66% active; H9c2 cells, Nile Red lipid (TAG) fluorescence; cells loaded with 200 µM oleic acid; AID 651582, 2012;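 active means pattern-corrected inhibition of lipid staining of at least 50% with the nuclear-stain viability signal not falling by more than 50%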;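 further: 0% = DMSO wells and 100% = triacsin C control wells; some results filed as inactive read as strong as hits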
TAG inh DAPI viability = recorded beside TAG inh, whose call it bears; DAPI nuclei signal change (viability), lower = more cytotoxic, %;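 whole-well DAPI fluorescence read on a plate reader as a viability signal; minus 50 percent equals half of cells still viable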
Numbers without * were called inactive; & = joins results of further samples. Not all compounds are listed; count on the stated rates, not on these rows.

SMILES | TAG inh | TAG inh DAPI viability
CC(=O)Nc1ccc(S(=O)(=O)NCCC(=O)N2CCCCC2)cc1 | -15 | 8
C/C(=N\NC(=O)NC1CCCCC1)C1CCCCC1 | -1 | 3
COc1ccccc1OCCNC(=O)C(CCSC)NC(=O)COc1ccccc1 (configuration not stated) | -20 | -6
CCCCCCC/C(C)=N/NC(=O)CC(=O)NCCc1ccccc1 | -12 | -8
COCc1nc2ccccc2n1Cc1ccc(Br)cc1 | -4 | -2
CCOC(=O)C1=C(C)NC(=O)NC1c1ccc(OCC(=O)OC)c(OC)c1 (configuration not stated) | 9 | -5
Cc1cc(/C=C2\SC(=O)N(C)C2=O)c(C)n1-c1ccc(O)cc1 | 5 | -3
CNC(=O)c1nn(-c2ccc(C)cc2)ccc1=O | -3 | 2
CCN(CCCNC(=O)CCc1nc(-c2ccc(OC)cc2)no1)c1cccc(C)c1 | -4 | -1
Cc1ccc(CCNC(=O)C2CCC(=O)N(Cc3cccc(F)c3)C2)cc1 (configuration not stated) | -3 | 1
CC1CC(C)CN(S(=O)(=O)c2ccc3c(c2)CC(=O)N3)C1 (configuration not stated) | 22 | -4
COc1cc(/C=N/O)ccc1OCc1ccc(C(=O)O)cc1 | 0 | 3
CCS(=O)(=O)c1ccc(C(=O)Nc2ccccc2OC)c(Cl)c1Cl | -6 | -6
Cc1cccc(OCCOC(=O)c2ccc(F)c(S(=O)(=O)N3CCOCC3)c2)c1 | -12 | 7
COc1ccc(-c2c3c(cc4ncn(Cc5ccccc5)c24)COC3=O)cc1 | -11 | -2
COc1ccc(-c2c[nH]c(=O)[nH]c2=O)cc1OC | -3 | 2
Cc1nn(CCC(=O)NNC(=S)Nc2ccc(Cl)cc2)c(C)c1[N+](=O)[O-] | -4 | 12
CCN(CC)c1ccc2c(Nc3ccccc3)c(C=O)c(=O)oc2c1 | 9 | -3
Cc1ccccc1C(=O)c1c[nH]c(C(=O)NCc2cccs2)c1 | 14 | -7
Cc1cc(C)c2cc(C(=O)N3CCc4ccccc4C3)[nH]c2c1 | -13 | 5

7 of the compounds above, with values under each structure:
Screens in order: TAG inh, TAG inh DAPI viability
- CCN(CC)c1ccc2c(Nc3ccccc3)c(C=O)c(=O)oc2c1
 : 9, -3
- COc1ccc(-c2c3c(cc4ncn(Cc5ccccc5)c24)COC3=O)cc1
 : -11, -2
- CC1CC(C)CN(S(=O)(=O)c2ccc3c(c2)CC(=O)N3)C1 (configuration not stated)
 : 22, -4
- CCS(=O)(=O)c1ccc(C(=O)Nc2ccccc2OC)c(Cl)c1Cl
 : -6, -6
- COc1ccc(-c2c[nH]c(=O)[nH]c2=O)cc1OC
 : -3, 2
- Cc1ccccc1C(=O)c1c[nH]c(C(=O)NCc2cccs2)c1
 : 14, -7
- Cc1cccc(OCCOC(=O)c2ccc(F)c(S(=O)(=O)N3CCOCC3)c2)c1
 : -12, 7

Later entries:
SMILES | TAG inh | TAG inh DAPI viability
O=C(NCCOc1ccccc1)c1ccccc1SCC(=O)N1CCCC1 | -12 | -1
Cc1ccc(-c2noc(CCC(=O)Nc3ccc(C)cn3)n2)cc1 | -16 | 0
Cc1ccc(S(=O)(=O)Nc2cc(C(=O)NCCN(C)C)ccc2N2CCCCC2)cc1 | 8 | 13
CC(C)Oc1ccc(C(=O)Nc2cccc(S(=O)(=O)N3CCCC3)c2)cc1 | 8 | -7
COc1ccccc1/C=C/C1(C(=O)NC2CCCC2)CC(=O)N1c1ccc(C)cc1 (configuration not stated) | 38 | 10
Cc1ccccc1CN1CCN(S(=O)(=O)c2ccc(F)cc2)CC1 | 12 | -11
CN1/C(=C\C(=S)NC(=O)c2ccccc2Cl)C(C)(C)c2ccccc21 | -130 | 3
O=C(Nc1ccc(NS(=O)(=O)c2ccccc2)cc1)c1ccccc1Cl | -17 | 0
COc1ccc(CNC(=O)Nc2nc(C(N)c3ccccc3)cs2)cc1 (configuration not stated) | -3 | 6
O=C(CCSc1nc2ccccc2o1)N1CCOCC1 | 0 | -5
NC1=NC[C@H](Cc2ccccc2)N1CCc1cccc(F)c1 | -10 | 4
CC1Cc2ccccc2N1C(=O)c1cnc2n(c1=O)CCS2 (configuration not stated) | 8 | 5
COC(=O)C(NC(C)=O)(Nc1cccc(C)n1)C(F)(F)F (configuration not stated) | -3 | -3
COCC(=O)NC(C)c1nc2ccccc2[nH]1 (configuration not stated) | 9 | 2
Cc1ccc(NC(=O)COC(=O)CCc2c(C)nc3ncnn3c2C)cc1 | -3 | -1
CCCn1c(N)c(N(CCOC)C(=O)C(C)Oc2ccc(F)cc2)c(=O)[nH]c1=O (configuration not stated) | -11 | -2
Cc1ccc(C(=O)N(CCc2ccccc2)Cc2ccccc2)cc1S(=O)(=O)N1CCOCC1 | 7 | -10
COC(=O)CN1C(=O)[C@H]2[C@@H](c3ccc(C)o3)N3C(=O)CN(Cc4ccccn4)C(=O)[C@@]3(Cc3ccccc3)[C@H]2C1=O | 5 | -4
CNS(=O)(=O)Cc1ccc2[nH]cc(CCN(C)C)c2c1 | 0&-10 | 6&1
Cc1cc(=O)[nH]c(N/N=C/c2cc(C)n(CC(F)(F)F)c2C)n1 | 14 | -3
COc1cccc(CN2CCC(Oc3ccc(C(=O)N4CCCCC4)cc3)CC2)c1O | -4 | 5
CC(NC(=O)c1ccccc1F)c1nnc(SCc2nc3ccccc3c(=O)[nH]2)n1C (configuration not stated) | -1 | -3
COc1cc2ncnc(NCc3ccc(Cl)cc3)c2cc1OC | -2 | 2
COc1ccc(CCNC(=O)C(C)OC(=O)c2ccco2)cc1OC (configuration not stated) | 8 | -2
Cc1ccc(S(=O)(=O)N2CCN(C(=O)COC(=O)CCc3ccccc3)CC2)c(C)c1 | -5 | -3
COc1ccc(/C=N/NC(=O)c2cccc([N+](=O)[O-])c2)cc1O | 7 | -9
O=C(N=Nc1c(O)[nH]c2ccc(Br)cc12)c1cc(-c2cccs2)nc2ccccc12 | 26 | -20
CCOC(=O)c1ccccc1-c1csc(NS(=O)(=O)c2ccc(Cl)cc2)n1 | 13 | -3
COc1ccc(CCC(=O)Nc2nnc(C)s2)cc1 | 1 | -1
NC(=O)CCC(NC(=O)c1ccc(Cl)cc1)C(=O)O (configuration not stated) | -7 | -3
CNC(=S)NC1CC2CCCC(C1)N2Cc1ccc(C)cc1 (configuration not stated) | -11 | 17
CC(=O)N(CC#CCN(C(C)=O)c1ccccc1)c1ccccc1 | -3 | -2
COc1ccc(OCC(=O)Nc2ccc3nc(C)sc3c2)cc1 | -4 | 1
CCC(=O)N1CCC1(C)C(=O)Nc1ccc(C)c(C)c1 (configuration not stated) | 1 | 10
Cc1ccc(S(=O)(=O)NCc2ccccc2)cc1C(=O)N1CCCC(C(F)(F)F)C1 (configuration not stated) | -6 | -8
Cc1cc(C)cc(SCc2noc(C(=O)NCCN(C)C)c2C(=O)NCCN(C)C)c1 | 8 | 12
CCc1nc(SCc2ccc(OCC(C)C)cc2)n[nH]1 | -18 | -6
Cc1cc(C)cc(C(=O)Nc2cccnc2)c1 | -19 | 5
CCOc1ccc(-n2c(SCC(=O)Nc3ccc(CC)cc3)nc3n[nH]c(C)c3c2=N)cc1 | 31 | -15
COCCCNC(=O)c1c(N)n(/N=C/c2ccccn2)c2nc3ccccc3nc12 | 33 | 7

Ordered by formula weight (smallest number first): some entries from above
SMILES | TAG inh | TAG inh DAPI viability
CCc1nc(SCc2ccc(OCC(C)C)cc2)n[nH]1 | -18 | -6
CC(=O)N(CC#CCN(C(C)=O)c1ccccc1)c1ccccc1 | -3 | -2
Cc1cc(C)cc(SCc2noc(C(=O)NCCN(C)C)c2C(=O)NCCN(C)C)c1 | 8 | 12

The listing continues:
SMILES | TAG inh | TAG inh DAPI viability
CCC(C)NC(=O)c1cnc2n(c1=O)CCS2 (configuration not stated) | 7 | -5
Cc1nc2ccc(S(=O)(=O)NCC(=O)N3CCc4ccccc4C3)cc2s1 | 2 | 1
CC(C(=O)Nc1ccc(N2CCOCC2)cc1)N1C(=O)NC(C)(C)C1=O (configuration not stated) | -26 | 0
COCCNC(=O)C1(C)CCCN(C(=O)c2cc(F)cc(F)c2)C1 (configuration not stated) | 10 | -7
Cc1cc(Cl)nc(Cl)c1C(=O)NC(=O)NCCC(C)C | -2 | -8
O=C(c1ccc2c(c1)OCCO2)N1CCN(Cc2c(F)cccc2Cl)CC1 | -3 | -4
O=C(O)CC(C(=O)Nc1ccc(F)cc1)C1CCCO1 (configuration not stated) | 8 | -7
CC(C)CCN1C(=O)c2ccc(C(=O)N3CCCCC3)cc2C1=O | 9 | 1
CCCC(=O)Nc1nc(-c2ccc(OC)cc2)cs1 | 37 | -5
O=C(CSc1ccc(Cl)cc1)NCC1CCCO1 (configuration not stated) | 5 | -1

As entered above.
O=C(c1ccc2c(c1)OCCO2)N1CCN(Cc2c(F)cccc2Cl)CC1 in TAG inh → -3
Cc1cc(Cl)nc(Cl)c1C(=O)NC(=O)NCCC(C)C in TAG inh → -2
Cc1nc2ccc(S(=O)(=O)NCC(=O)N3CCc4ccccc4C3)cc2s1 in TAG inh → 2
CCC(C)NC(=O)c1cnc2n(c1=O)CCS2 (configuration not stated) in TAG inh DAPI viability → -5
COCCNC(=O)C1(C)CCCN(C(=O)c2cc(F)cc(F)c2)C1 (configuration not stated) in TAG inh DAPI viability → -7
O=C(CSc1ccc(Cl)cc1)NCC1CCCO1 (configuration not stated) in TAG inh DAPI viability → -1
CCCC(=O)Nc1nc(-c2ccc(OC)cc2)cs1 in TAG inh DAPI viability → -5

Next part
SMILES | TAG inh | TAG inh DAPI viability
Cc1ccccc1CN1C[C@H]2CON(C)[C@H]2C[C@H]1c1cccc(Br)c1 | -13 | -3
CCN(CC)S(=O)(=O)c1cccc(NC(=O)COC(=O)C2CC3C=CC2C3)c1 (configuration not stated) | -3 | -1
Cc1cccn2cc(CNC(=O)c3ccc(Br)o3)nc12 | 5 | 9
c1ccc(C2=Nn3c(Cn4nnc5ccccc54)nnc3SC2)cc1 | 2 | -3
C#CCn1c(=NC(=O)CSC(C)=O)sc2cc(F)ccc21 | -7 | 9
CN(C)C(CNC(=S)Nc1ccc(F)cc1)c1cccnc1 (configuration not stated) | 3 | -3
CCOC(=O)C1CCN(C(=O)COc2ccc(C(=O)c3ccccc3)cc2)CC1 | 14 | -3
CCOc1ccc(C(=O)NCC2CCN(CC3CCCCC3)CC2)cc1 | 0 | 3
Cc1cccc(C)c1NC(=O)CN1CCNCC1 | -8 | -9
Cc1ccc(NC(=O)c2cncc(Br)c2)nc1 | 6 | -8
COc1ccc(C(=O)NCCSCc2ccc(Cl)cc2)cc1OC | -31 | 2
COc1ccccc1C(=O)NC(=O)COC(=O)c1ccc(Cl)cc1[N+](=O)[O-] | -2 | 1
CC(=O)c1ccc(NC(=O)CCc2c(C)nc3ncnn3c2C)cc1 | -14 | 11
CC(C)[C@H](Nc1ccc(C(F)(F)F)cc1[N+](=O)[O-])C(=O)O | -1 | 3
Cn1cc(CNC(=O)C2CCC(=O)N(Cc3cccc(C(F)(F)F)c3)C2)cn1 (configuration not stated) | 5 | 3
O=C(N/N=C/c1cc(Br)c(Br)o1)c1cccnc1 | 9 | 0
CSc1ncc2[nH]c(C(O)c3ccccc3)nc2n1 (configuration not stated) | -24 | 7
CC(=C/c1ccccc1)/C=N/n1c(-c2ccncc2)n[nH]c1=S | 3 | 0
Cc1cc(C(F)(F)F)nn1CC(=O)Nc1cccnc1 | 0 | -5
O=C(Oc1ccc(Cl)c2cccnc12)c1ccco1 | 11 | -21
CCCCOC(=O)c1ccc(S(N)(=O)=O)o1 | 0 | 7
CCc1noc(C)c1C(=O)Oc1ccc(N(C)S(=O)(=O)c2ccc(C)cc2)cc1 | -30 | -10
COc1ccc(N=CC2CCCCC2=O)c([N+](=O)[O-])c1 (configuration not stated) | 1 | -6
O=C(C[n+]1cc(-c2ccc(Cl)cc2)n2c1CCCCC2)c1ccccc1 | -19 | 17
Cc1ccc(C)c(NC(=O)COC(=O)c2cc(=O)c3ccccc3o2)c1 | 1 | -2
COc1cc(SC)ccc1C(=O)N1CCc2ccccc21 | 6 | -2
CCSc1nnc(NC(=O)c2ccccc2)s1 | -7 | 13
Cc1nnc(SCC(=O)Nc2nccs2)n1N | 2 | 5
O=c1[nH]c2ccccc2cc1-c1nnn(-c2ccccc2)n1 | -18 | -1
CCN(CC(=O)NC(C)C)C(=O)[C@@H](NC(=O)c1ccco1)C(C)C | -3 | 1
O=C(CNC(=O)c1ccc2ccccc2c1)NCc1ccccc1F | 3 | 4
COCCCn1c(SCC(=O)Nc2ccc(C(C)=O)cc2)nc2ccccc2c1=O | 17 | -13
Cc1ccc(CN(C)C(=O)C2CCN(C(=O)Nc3ccccc3)CC2)o1 | 40 | 5
Cc1cccc(C)c1NC(=O)CN(c1c(C)cccc1C)S(C)(=O)=O | -12 | 0
COc1ccc2oc(=N)c(C(=O)Nc3ccc(Cl)cc3)cc2c1 | -11 | 2
O=C(CSc1ccc(-c2ccncc2)nn1)N1CCN(c2ccccc2)CC1 | -2 | 3
COc1ccc(Br)c(Cn2c(C)c(C(=O)NCc3cccs3)sc2=O)c1 | -7 | -3
O=c1[nH]c(=O)n(C2CCCCCC2)c(O)c1C=NCc1ccc(F)cc1 | 5 | -3
CCCCc1ccc(S(=O)(=O)NC(=O)C2(C)CCN2C(=O)c2c(C)noc2C)cc1 (configuration not stated) | 0 | 3
COc1ccc(S(=O)(=O)N2CCCC2C(=O)Nn2cnnc2)cc1 (configuration not stated) | -5 | 5
N=c1sccn1CC(=O)Nc1cc(S(=O)(=O)N2CCCCC2)ccc1Cl | 12 | -4
CCOC(=O)c1nc(C)sc1-c1ccnn1S(=O)(=O)c1ccccc1C(F)(F)F | -1 | 5
NNc1ccc(Cc2ccc(Cl)cc2Cl)nn1 | -4 | 8
